# cardiac RTF act: cardiac RTF calcium sensitivity activators, primary screen, biochemical, IANBD-TnC fluorescence, EC20 calcium | Troponin I, cardiac muscle (Homo sapiens) + Troponin T, cardiac muscle (Homo sapiens) + … | IANBD-labeled TnC RTF fluorescence at EC20 calcium; 0% EC20 calcium, 100% full calcium | activation, % at 7.2 µM | 340,000 tested, 0.24% active | AID 493008, 2010;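 active = activation above the mean over all tested compounds plus 3 SD, cut at about 30% in these data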;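 note: rise in fluorescence read as greater calcium sensitivity of cardiac thin filaments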
# Mot1-301 SUMO: yeast Mot1-301 growth rescue at high temperature, primary screen, SUMOylation pathway inhibitor project, S. cerevisiae, ATP luminescence, 38.5C. S. cerevisiae Mot1-301 growth rescue; percent above DMSO median, 100 means doubled. growth rescue, % at 18.8 µM. 320,000 tested, 1% active;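 active = every valid replicate shows activation above 250% relative to neutral control wells; inactive = the rest, any valid replicate at or below 250%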;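 note: OY570 slx delta 5 strain wells were the positive control but not used for scaling; some compounds called inactive have numbers as strong as hits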
# dFosB act: activators of delta FosB homodimer, primary screen, biochemical, fluorescence polarization, TAMRA-CDK5 oligo, single point | purified delta FosB; percent of positive-control signal above neutral wells | activation, % at 25 µM | 340,000 tested, 0.99% active;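 active = mean activation above about 17%, with every replicate also reaching it, limit read from the data, passing the limit was not always enough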;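 note: fluorescence polarization rise as delta FosB binds a TAMRA Cdk5 AP-1 oligo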
# Target sequence (P13346 whole entry, looked up): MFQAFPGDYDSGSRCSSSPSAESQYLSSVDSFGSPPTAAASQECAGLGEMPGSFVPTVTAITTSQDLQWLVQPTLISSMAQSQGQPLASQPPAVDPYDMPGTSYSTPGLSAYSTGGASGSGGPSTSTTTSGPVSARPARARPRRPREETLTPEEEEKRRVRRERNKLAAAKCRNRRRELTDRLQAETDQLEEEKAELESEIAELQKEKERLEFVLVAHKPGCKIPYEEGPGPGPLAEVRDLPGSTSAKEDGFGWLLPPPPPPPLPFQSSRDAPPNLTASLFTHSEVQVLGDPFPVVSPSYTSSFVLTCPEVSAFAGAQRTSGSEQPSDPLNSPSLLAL
# Keap1 Nrf2 FP: Keap1-Nrf2 protein-protein interaction inhibitors, primary screen, biochemical, fluorescence polarization, single point; Keap1 Kelch-Nrf2 peptide fluorescence polarization, 1536-well; inhibition, % at 9.4 µM; 340,000 tested, 0.15% active; AID 504523, 2011; in the data active = inhibition above about 12%;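 note: human Keap1 Kelch domain with fluorescein labeled Nrf2 9mer peptide probe; 0% = neutral control wells and 100% = peptide positive control; higher means more block of Keap1 binding to Nrf2 peptide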
# RTF Ca sens inh: cardiac RTF calcium sensitivity inhibitors, primary screen, biochemical, IANBD-TnC fluorescence, EC70 calcium. IANBD-labeled cardiac RTF, Ca2+ fluorescence. inhibition, % at 7.15 µM. 340,000 tested, 0.12% active. AID 493244, 2011;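 active = inhibition above the mean inhibition of all tested compounds plus 3 SD, cut at about 17% in these data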;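 note: assay run at fixed EC70 calcium of 1.6 mM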
# CDK5 p35 inh: inhibitors of human CDK5/p35 kinase, primary screen, biochemical, single concentration. Recombinant CDK5/p35, ADP-Glo luminescence, 60 min. inhibition, % at 10 µM. 330,000 tested, 0.01% active;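 active = highest replicate inhibition of at least 50% and at least 75% of replicates reaching 50%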;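 note: plate controls were DMSO neutral control for no effect and GW8510 at 10 µM for full effect; many of its hits are not listed in these tables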
# NSD2 HMT inh: NSD2 histone methyltransferase inhibitors, primary screen, biochemical, AlphaScreen, single concentration, set 2 | 310,000 tested, 0.54% active | Histone-lysine N-methyltransferase NSD2 (Homo sapiens), O96028 | inhibition, % at 12.5 µM | AID 743445, 2014 | NSD2 peptide methylation, 120 min; in the data active = inhibition above about 50%
# C-LANA FP: inhibitors of KSHV C-LANA binding to DNA, primary screen, biochemical, fluorescence polarization, FAM-LBS DNA, MBP-C-LANA, single point. Kaposi's sarcoma herpesvirus LANA C-terminal domain (residues 932-1162) DNA binding. inhibition, % at 9 µM. 340,000 tested, 0.078% active;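 active = highest replicate inhibition at or above 60% at 9 µM, even if other replicates fall short; inactive = all replicates below 60% inhibition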;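 note: 0% = neutral control wells and 100% = 4 µM acridine orange control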
# PfHsp90 set2: growth inhibition of PfHsp90-expressing yeast, primary screen, antimalarial PfHsp90 inhibitor project, S. cerevisiae, BacTiter-Glo luminescence, single point, set 2; BacTiter-Glo ATP, 48 h; yeast lacking PDR1 and PDR3 efflux regulators; inhibition, % at 9.4 µM; 310,000 tested, 0.32% active;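 active = every replicate shows inhibition above about 80%, whatever the replicate mean, limit read from the data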;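 note: 0% = DMSO neutral controls and 100% = 20 µM radicicol positive controls; yeast relying on Plasmodium falciparum Hsp90 in place of its own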
# Rtt109 HAT inh: inhibitors of C. albicans Rtt109/Vps75 HAT, primary screen, biochemical, ThioGlo CoA-SH fluorescence, plate reader; purified Rtt109/Vps75, 4 h; 330,000 tested, 0.16% active; inhibition, % at 34.9 µM; Histone acetyltransferase RTT109 (Candida albicans (strain SC5314 / ATCC MYA-2876)), …;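 active = inhibition of at least 50% in every replicate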
# Target sequence (Q5AAJ8 whole entry, looked up): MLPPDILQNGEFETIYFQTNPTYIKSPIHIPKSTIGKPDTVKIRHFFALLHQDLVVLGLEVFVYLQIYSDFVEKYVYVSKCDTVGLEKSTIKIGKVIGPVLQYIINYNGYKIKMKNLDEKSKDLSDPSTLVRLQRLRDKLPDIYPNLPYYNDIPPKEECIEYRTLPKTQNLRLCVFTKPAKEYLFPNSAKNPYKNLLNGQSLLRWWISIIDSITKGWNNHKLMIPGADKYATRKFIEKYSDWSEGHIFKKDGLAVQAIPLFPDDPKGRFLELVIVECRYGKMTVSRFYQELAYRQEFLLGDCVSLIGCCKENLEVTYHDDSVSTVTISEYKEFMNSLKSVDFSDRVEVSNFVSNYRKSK
# PvdQ acylase: P. aeruginosa PvdQ acylase inhibitors, primary screen, biochemical, fluorescence, plate reader and imaging, single point | PvdQ acylase [Pseudomonas aeruginosa LESB58] | purified PvdQ acylase | inhibition, % at 10 µM | 340,000 tested, 0.063% active | AID 488965, 2010; in the data active = inhibition above about 30%, passing the limit was not always enough;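 note: 0% = vehicle neutral wells and 100% = reference inhibitor wells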
# * hit, by the source's call; nt = no result given.
compound,NSD2 HMT inh,Mot1-301 SUMO,Keap1 Nrf2 FP,C-LANA FP,RTF Ca sens inh,cardiac RTF act,CDK5 p35 inh,Rtt109 HAT inh,PfHsp90 set2,dFosB act,PvdQ acylase
CCC(C)NC(=S)Nc1ccc2nc(N3CCN(CC)CC3)cc(C)c2c1 (centres undefined),nt,1,-2,-1.1,-3,-7,-0.3,8,-37,0,2
COc1ccc(C(CNC(=O)C(=O)Nc2ccc3c(c2)OCO3)N2CCN(C)CC2)cc1 (centres undefined),7,-4,-2,-1.4,2,1,0.7,-6,-26,0,-9
O=C(O)c1ccc2c(c1)-c1nc3ccccc3n1C2=O,1,16,0,-0.2,8,2,0.0,0,-19,3,-4
COc1cccc(NC(=O)CSc2nncn2-c2ccccn2)c1,-1,7,2,-0.3,-3,1,-1.2,nt,nt,-2,5
CCOC(=O)c1c(NC(=O)CCC(=O)O)sc2c1CC(C)(C)OC2,3,-8,-2,-1.7,-5,7,0.1,-1,19,4,-12
O=c1[nH]c(/C=C/c2ccc(Cl)cc2Cl)c([N+](=O)[O-])c(=O)[nH]1,1,-6,-7,0.9,-1,5,1.3,-7,1,4,-8
O=C1CCNc2c(Cl)cccc21,3,1,-8,2.6,-6,7,0.9,-1,-6,-6,-14
COc1cccc(NC(=O)CN(C)C(=O)c2cc(-c3ccccc3)nn2-c2ccccc2)c1,-1,-17,-5,-1.6,-7,-1,1.7,-7,9,-6,10
O=C(Nc1ccccn1)C12CC3CC(C1)CC(C(=O)Nc1ccccn1)(C3)C2,0,-10,0,-3.1,6,-6,1.9,-9,4,-4,-6
O=C1NC[C@@H](Cc2ccc(O)cc2)N(CCc2cccc3ccccc23)C1=O,nt,162,0,3.2,-24,-3,0.5,-9,-2,2,-3
COc1ccc(/C=C/C(=O)OCC(=O)NCCC2=CCCCC2)cc1,-2,0,-2,-1.3,-17,4,0.4,7,14,-18,-8
O=C(O)CCCn1cc(NC(=O)COc2ccc([N+](=O)[O-])cc2)cn1,-2,9,0,-0.1,-7,6,-0.1,1,37,3,-11
COc1cc2c(cc1NC(=O)/C=C/c1cc(OC)c(OC)c(OC)c1)oc1ccccc12,-2,-9,-1,-0.7,-4,2,0.6,-2,-11,-3,14
CN1CCN(C(=O)c2ccccc2NC(=O)c2ccccc2)CC1,-2,-13,-3,-0.5,-5,-1,1.0,-8,3,-2,-12
Cc1cccnc1NC(=O)CCCN1C(=O)c2ccccc2C1=O,-3,10,1,-0.4,-16,-2,-0.4,-8,nt,3,-9
c1cncc(-c2ccc3[nH]ccc3c2)c1,nt,-9,4,-1.4,-5,-1,-0.5,-4,-15,-1,-4
CCc1nnc2c(N(C)S(=O)(=O)c3ccc(C)cc3)nc3ccccc3n12,-6,13,-1,-0.5,-8,8,-0.1,3,-8,-10,-16
CCn1ccnc1CN(C)C(=O)c1cc(COc2ccccc2SC)on1,3,-2,1,2.2,-8,6,1.6,-5,-9,0,-5
COc1ccc(C2/C=C\CN(C(=O)C3CC3)CC(=O)N2Cc2ccc(F)cc2)cc1 (centres undefined),nt,4,5,9.7,-4,0,-0.6,6,-8,11,-1
CC(=O)Nc1ccc(NC(=O)C2CCCN2S(=O)(=O)c2cccc3nsnc23)cc1 (centres undefined),2,-7,-1,1.2,0,2,-5.7,-1,-5,-2,-13
N/C(=N\O)c1ccc(NC(=O)c2ccc(Br)o2)cc1,0,78,-1,-3.7,-1,-1,2.7,-12,34,-1,-10
Cc1cc(C)cc(NC(=O)c2cccc(C(=O)Nc3cc(C)cc(C)c3)n2)c1,-2,-1,2,-0.6,-3,0,-2.9,-4,2,-3,-10
CCOP(=O)(OCC)C(Nc1ccccc1)c1ccccc1C(F)(F)F (centres undefined),-1,-7,1,-0.4,3,-4,-2.6,5,-12,-3,2
COCCNC(=O)C1CCCN(S(=O)(=O)c2c(C)noc2/C=C/c2cccs2)C1 (centres undefined),4,7,1,6.7,0,-2,-0.7,-12,-12,-4,-2
CN(C)C(CNC(=O)c1c(F)cccc1Cl)c1ccco1 (centres undefined),1,-21,-7,-0.6,-3,-4,-5.9,-12,-15,-1,-14
O=C(NC1CCCC1)c1cc(-c2cccc(Cl)c2)on1,-5,4,-8,-0.1,-13,2,-8.8,-1,5,-5,-12
O=C(CN1CCC(C(O)(c2ccccc2)c2ccccc2)CC1)Nc1cc(Cl)ccc1Cl,-1,-5,-2,0.0,-2,8,-7.5,4,-43,-2,-5
O=C(N/N=C/c1ccc([N+](=O)[O-])cc1)c1ccc(COc2ccccc2-c2ccccc2)cc1,4,-13,-3,0.3,0,-3,1.9,23,-6,0,3
O=C(Cc1ccc(S(=O)(=O)N2CCCCC2)s1)Nc1ccc(F)c(F)c1,-1,155,-6,-1.5,-8,3,3.5,4,-14,-3,-15
CCCCCN(C(=O)CCC(=O)OCC(=O)NCc1ccc(OC)cc1)c1c(N)n(CCCC)c(=O)[nH]c1=O,-1,-4,4,-1.8,5,-2,1.4,0,34,-6,-6

# Next part, overlapping the part above by 2 compounds.
compound,NSD2 HMT inh,Mot1-301 SUMO,Keap1 Nrf2 FP,C-LANA FP,RTF Ca sens inh,cardiac RTF act,CDK5 p35 inh,Rtt109 HAT inh,PfHsp90 set2,dFosB act,PvdQ acylase
O=C(Cc1ccc(S(=O)(=O)N2CCCCC2)s1)Nc1ccc(F)c(F)c1,-1,155,-6,-1.5,-8,3,3.5,4,-14,-3,-15
CCCCCN(C(=O)CCC(=O)OCC(=O)NCc1ccc(OC)cc1)c1c(N)n(CCCC)c(=O)[nH]c1=O,-1,-4,4,-1.8,5,-2,1.4,0,34,-6,-6
CCN(CC)C(=O)c1sc2nc(Cc3ccccc3)[nH]c(=O)c2c1C,7,-7,1,-0.4,8,2,1.1,-1,-1,-4,9
Cc1sc2nc(CN3CCCC3)nc(N3CCN(S(=O)(=O)c4cccs4)CC3)c2c1C,1,-9,-4,-4.3,-4,3,-1.5,9,-12,42*,-2
COc1cccc(NC(=S)N(CCC(C)C)C(C)c2ccncc2)c1 (centres undefined),0,-1,1,1.0,-3,5,1.0,-5,-11,2,-17
Cn1c(C(=O)NCCc2ccccc2)cc(=O)n(C)c1=O,4,-4,-6,-53,-4,5,-8.0,-2,2,-9,-1
COC(=O)C1CCN(C(=O)c2cc(OC)c(OC)c(OC)c2)CC1,-1,-4,-1,0.0,-16,5,-3.0,-2,-22,-4,-6
COCc1ccc(CN2CCc3c([nH]c4ccccc34)C2C(C)(C)C)o1 (centres undefined),1,-6,-8,-0.9,-5,-5,0.2,20,14,-6,14
Cc1cc(C)cc(NC(=O)c2ccccc2CC[N+](=O)[O-])c1,0,260,0,0.1,-4,2,1.1,-4,nt,5,-8
O=c1[nH]c(CSc2ncnc3sccc23)nc2cc(C(F)(F)F)ccc12,0,-9,-1,1.0,-7,3,-0.1,-11,-24,-2,-8
O=c1cc[nH]c2c1ccc1c(=O)cc[nH]c12,12,7,6,0.2,-16,5,0.8,-4,-2,-8,-6
O=C(CSCc1ccccc1F)NCc1ccccc1,nt,5,1,-2.3,-6,0,-2.3,7,-49,0,-14
COc1ccc(C)cc1-n1c(SCC(=O)Nc2cc(C)on2)nc2sc(C)c(C)c2c1=O,nt,1,-2,-2.1,-5,5,0.2,6,-30,-2,-16
CCOc1ncccc1C(=O)Nc1ccc(S(=O)(=O)Nc2cc(C)nc(C)n2)cc1,0,15,-5,-1.2,0,1,0.5,7,2,-9,-13
O=C(O)Cc1ccc(NC(=O)c2ccc(Cl)c(Cl)c2)cc1,-6,9,3,1.0,2,1,1.3,-4,2,1,5
CC1CCCCC1NC(=O)C1CCN(c2c3c(nc4ncnn24)CCC3)CC1 (centres undefined),-1,-3,0,1.6,-13,-6,2.8,-5,19,-3,-1
CC(/C=N/N1CCN(c2ccccn2)CC1)=C\c1ccccc1,-4,5,-2,0.4,-4,-6,2.3,0,-37,-4,-20
Cc1ccc(S(=O)(=O)NCC(=O)OCC(=O)NCc2ccco2)cc1,-1,-18,1,-0.2,-5,3,0.7,-3,-25,1,-4
N#Cc1ccc(OCC(=O)N/N=C/C2CC=CCC2)cc1 (centres undefined),2,nt,-7,-0.6,0,4,0.7,2,7,-9,-5
COC(=O)CSc1cc([N+](=O)[O-])cc2c1c(C1OCCO1)nn2-c1ccccc1,10,-6,-2,5.0,-7,11,0.3,2,-29,-2,-22
C=CCn1c(=S)[nH]c2cc(C(=O)Nc3ccc(F)cc3)ccc2c1=O,2,-6,3,1.6,-8,-2,1.6,-7,17,10,0
COc1ccc(N2CCN(c3oc(COc4ccccc4)nc3C#N)CC2)cc1,nt,31,-2,-0.7,-2,9,-2.5,0,21,-4,-13
Nc1nsc2ccccc12,0,9,-6,-0.9,-14,-10,-0.3,-3,10,6,-11
Cc1ccc(C(=O)N[C@H](C(=O)OCC(=O)c2ccc[nH]2)C(C)C)cc1,3,316,0,-0.5,7,-2,-0.2,8,3,7,-1
COc1ccccc1Nc1nc(NCC2CCCO2)c2ccccc2n1 (centres undefined),-10,-5,-1,1.5,1,1,0.2,8,-18,9,-14
O=C(O)c1ccccc1-c1ccccc1C(=O)Nc1cccc(O)c1,-3,-5,-4,1.4,2,-1,-0.4,7,12,5,0
CCCCCN(C(=O)CN(C)Cc1ccc(OC)cc1OC)c1c(N)n(CCCC)c(=O)[nH]c1=O,-2,174,-2,0.8,-22,-1,-1.3,-1,2,-6,-4
COc1ccc2c(=O)c(-c3nc(C)cs3)coc2c1,0,-1,0,1.0,6,-4,1.7,-11,26,-12,14
O=C(N/N=C\c1ccc(F)cc1)c1csnn1,-1,1,2,-0.3,-7,0,0.2,-1,10,-8,-9
Cc1nn(C)c(Cl)c1S(=O)(=O)N1CCC(CO)(CCc2ccccc2)CC1,-2,-5,1,-0.4,1,-2,-0.3,0,7,-4,5

# Source: PubChem BioAssay (several laboratories)
